TTR transcr act: TTR transcription activators in neuroblastoma reporter cells, primary screen, cell-based, luminescence, SH-SY5Y, TTR promoter Gaussia luciferase | 1.3% of 92,000 active | AID 1117267, 2014 | activation, % at 16.7 µM | 100% = recombinant luciferase protein wells;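 active means activation above the mean of all tested compounds plus 3 SD, cut at about 9.5% in these data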;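 further: cells exposed to compounds for one day before reading; 0% = median of all test compound wells on the plate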
An asterisk follows results filed as active.

Molecule	TTR transcr act
O=C1CN(C(=O)COC(=O)[C@@H]2CC(O)CN2S(=O)(=O)c2ccc(Cl)cc2)c2ccccc2N1 (stereo partly drawn)	-1.5
S=C1N(c2ccccc2)CN(C2CCCCC2)CN1c1ccccc1	-2.6
CCN(Cc1nc2ccccc2c(=O)[nH]1)Cc1nc2ccsc2c(=O)[nH]1	1.1
CN(C)c1ccc(/C=C/C(=O)c2cc(Cl)ccc2O)cc1	-1.4
COc1ccc(C(=O)/C(C#N)=N/Nc2ccccc2[N+](=O)[O-])cc1	-2.0
O=C(NCc1ccccn1)c1cc(Cl)ccc1OCc1ccccc1	0.7
COc1ccc(NS(=O)(=O)c2cccc(-c3n[nH]c(=S)n3Cc3ccccc3)c2)cc1	3.1
CC(=O)N1c2ccccc2C(C)=CC1(C)C	8.2
O=C(Cc1ccc(Cl)cc1)N/N=C/c1cccs1	3.0
CSc1ccccc1NC(=O)CN(C)C(=O)Cc1c(F)cccc1Cl	-0.1
CN(C)c1cc[n+](CC(=O)Nc2ccc(OC(F)F)cc2)cc1	0.9
O=C(OCC(=O)N1CCOCC1)c1ccccc1Br	0.5
Cc1c(-n2c(-c3ccccc3)nc3ccccc3c2=O)c(=O)n(-c2ccccc2)n1C	-3.3
O=C(N/C(=C/c1cccnc1)C(=O)N1CCOCC1)c1ccco1	-0.3
CC(C)N(Cc1ccccc1)C(=S)Nc1ccccc1F	0.9
Cc1ccc(-n2c(Cc3cccn3C)nnc2SCC(=O)Nc2cc(C)on2)cc1	-1.6

Three entries out of the list above, arranged by the value under TTR transcr act, ascending.
compound | TTR transcr act
Cc1c(-n2c(-c3ccccc3)nc3ccccc3c2=O)c(=O)n(-c2ccccc2)n1C | -3.3
O=C(OCC(=O)N1CCOCC1)c1ccccc1Br | 0.5
CN(C)c1cc[n+](CC(=O)Nc2ccc(OC(F)F)cc2)cc1 | 0.9

(listing goes on)
Molecule	TTR transcr act
O=S(=O)(c1ccccc1)c1nc(NCc2cccnc2)sc1Cl	0.6
CC(=O)Nc1cc2cc(NS(=O)(=O)c3ccc(C)cc3)ccc2oc1=O	2.2
CC1(C)CC(=O)c2cc(OCC(=O)N3CCCCCC3)ccc2O1	-3.0
c1ccc2c(-c3ccncc3)c[nH]c2c1	1.4
Oc1ccccc1/C=N/[n+]1ccccc1	0.8
C#CCOc1ccc(Cl)cc1/C=N/O	-0.5
CCOC(=O)[C@@H]1[C@H]2COc3ccc(Br)cc3[C@@H]2N2C(=O)N(c3ccc(F)cc3)C(=O)[C@@]12C	15.9*
O=S(=O)(c1cnc(Cl)c(Br)c1)N1CCCCCC1	-1.8
Cc1ccc(-n2c(-c3ccco3)nc3nc4ccccc4nc32)cc1	-2.1
CN1CCN(S(=O)(=O)c2cccc(C(=O)Nc3cc(C(N)=O)cc(C(N)=O)c3)c2)CC1	1.6
CCN1CC(C)C(O)(c2ccccc2)CC1C (stereo not drawn)	-2.4
COc1cc(C2Nc3ccccc3NC3=C2C(=O)CC(C)(C)C3)cc(OC)c1OC(C)=O (stereo not drawn)	-0.6
c1ccc2c(c1)OC(CCCN1CCCCC1)c1ccccc1S2 (stereo not drawn)	-3.0
Cc1ccc2c(c1)N(CC(=O)N1CCCC1)C(=O)C(C)O2 (stereo not drawn)	2.0
CSCCC(NC(=O)C1CC1)c1nc2ccccc2[nH]1 (stereo not drawn)	-0.5
CC(=O)CC1(C)OC(N)=C(C#N)C1(C#N)C#N (stereo not drawn)	1.0
Cc1cccc(C)c1NC(=O)CN1CCN(C(=O)c2ccc(OCc3cn4ccccc4n3)cc2)CC1	2.8
Cc1nn(Cc2ccccc2Cl)c2sc(C(=O)OC3CCCC3=O)cc12 (stereo not drawn)	-1.5
O=C(CCCOc1ccc(Cl)cc1Cl)Nc1ccccc1C(=O)O	3.7
N=C1C(c2nc3ccccc3[nH]2)=C(O)CN1C1CCCCC1	4.2
CN(C)CC(=O)Nc1nc(-c2ccccc2)cs1	-4.8
O=C(NCc1ccc(Cl)cc1Cl)c1ccc2nc[nH]c2c1	0.3
Fc1ccc(COc2ccc(Cl)cc2/C=N/Nc2nc(N3CCCC3)nc(N3CCCC3)n2)cc1	3.4
Cc1ccc(C(C(=O)NC2CCCCC2)N(Cc2ccco2)C(=O)C2COc3ccccc3O2)o1 (stereo not drawn)	0.3
CC(=O)Nc1ccc(S(=O)(=O)Oc2cccc(/C=C3\SC(N)=NC3=O)c2)cc1	-0.4
Cc1ccc(NC(=O)CN2C(=O)S/C(=C\c3ccccn3)C2=O)cc1	-0.7
COc1cc(/C=N/n2c(C)n[nH]c2=S)ccc1OCc1ccc(F)cc1	-2.3
CN(C)S(=O)(=O)c1ccc(N2CCCC2)c(C(=O)Nc2ccccc2N2CCOCC2)c1	0.7
CCCc1cc(=O)[nH]c(SCC(=O)NCc2ccc3c(c2)OCO3)n1	-1.3
N#Cc1cccc(NC(=O)CNc2cccc(S(=O)(=O)N3CCCCC3)c2)c1	-1.9
C=CCOc1cccc(C2C(C(=O)c3ccc(C)o3)=C(O)C(=O)N2Cc2ccncc2)c1 (stereo not drawn)	1.1
CCn1c(SCC(=O)Nc2ccc(N(C)C)cc2)nnc1-c1cccc(C)c1	28.2*
Fc1cc2[nH]c(=S)[nH]c2cc1Cl	1.6
CCn1c(SCC(=O)c2ccccc2)nc2ccccc2c1=O	0.5
CC(C)(C)OC(=O)NCCCCCNC(=O)c1[nH]cnc1C(=O)Nc1ccccc1	-2.0
CCn1c(=O)n(CC)c2cc(N3CCCC3)c(NC(=O)c3ccccc3)cc21	1.2
Cc1cccc(C)c1NC(=O)C(c1ccc(Cl)cc1Cl)N1CCCCC1 (stereo not drawn)	1.2
COc1cc([N+](=O)[O-])ccc1NC(=O)C[n+]1cccc(C(C)=O)c1	1.1
Cc1cccc(NC(=O)CSc2nc3c([nH]c4ccccc43)c(=O)n2C)c1	0.7
CCCCCCn1c(SCC(=O)Nc2cc(C)on2)nc2ccccc2c1=O	0.0
CCCCOc1ccc(C(=O)N/C(=C/C=C/c2ccccc2)C(=O)NC)cc1	-1.4
CCOC(=O)C1CCCN(c2c(NCCN3CCCCC3C)c(=O)c2=O)C1 (stereo not drawn)	1.6
Cc1cccc(NC(=O)c2cc(-c3cc(C)ccc3O)n[nH]2)c1	-3.2
COc1ccc(CN2CN(C3CCCC3)CSC2=S)cc1	-1.8
Cc1ccc2c(c1C)NC(=O)CC(c1ccccc1O)=N2	3.5
COc1ccc(NC(=O)CN(C)C(=O)C(CCSC)NC(=O)c2ccccc2)cc1 (stereo not drawn)	-0.3
COc1ccc(-c2nc(C#N)c(NC(C)C)o2)cc1	8.4
O=C1CCC(CNc2ccccc2)N1c1ccccc1 (stereo not drawn)	0.8
Cc1cc2nc(C(F)(F)F)[nH]c(=O)n2n1	1.3
O=C(O)c1cccc(Cn2cc(Cl)cn2)c1	-0.6
COC(=O)c1cc(OC)c(OC)cc1NC(=S)N1CCN(c2ccccc2)CC1	-1.9
O=C(NCc1ccccn1)C1CCN(Cc2cccc(OCc3ccccc3)c2)CC1	-0.1
Cn1cnnc1SCC(=O)NNC(=O)COc1ccc(Br)cc1	-0.7
O=C(CNc1ccc(F)cc1Cl)Nc1cccc(S(=O)(=O)N2CCCCC2)c1	-1.4
Cc1ccc2cc(C(c3nnnn3Cc3ccccc3)N3CCc4ccccc43)c(=O)[nH]c2c1 (stereo not drawn)	-0.1
CN(CC(=O)Nc1cccc(F)c1)C(=O)CSc1ccccc1	-1.2

Additional records.
Molecule	TTR transcr act
CCOC(=O)C1(C)CCN1C(=O)c1ccc(SC(F)(F)F)cc1 (stereo not drawn)	2.4
Cc1ccc(NCC(=O)N/N=C\c2ccc([N+](=O)[O-])o2)cc1	-3.1
CCN1CCN(c2ccc(NC(=O)COc3ccc(Cl)cc3C)cc2)CC1	0.8
O=[N+]([O-])c1cccc(-c2ccn[nH]2)c1	0.0
Cc1cccc(NC(=O)Cc2nc(-c3c[nH]c(C(=O)N4CCCC4)c3)cs2)c1	-3.0
CCCCn1c(-c2cccnc2)nc2cc3[nH]c(=O)c(C(C)C)nc3cc21	-5.4
CCOc1cc(-c2sc(Nc3cc(C)ccc3OC)n[n+]2-c2ccccc2)ccc1OC	-0.3
O=C(N/N=C/c1ccc(-c2ccccc2)o1)c1ccccc1O	-2.4
C#CCOCCOCCOCCNc1nc(N2CCN(C(=O)[C@H](CO)n3cc([C@@H](N)C(C)C)nn3)CC2)nc(N2CCN(C(=O)[C@H](CCCCN)n3cc([C@@H](N)[C@H](C)CC)nn3)CC2)n1	18.6*
CCCCCCCCCCCCN1[C@@H](CC(C)=O)c2cc(F)ccc2S1(=O)=O	-2.3
COC(=O)Cc1[nH]nc2c1C(c1cc(OC)c(OC)c(OC)c1)C(C#N)=C(N)O2 (stereo not drawn)	0.3
COc1ccccc1NC(=O)CCN1C(=O)C2CC=CCC2C1=O (stereo not drawn)	2.4
CSc1n[nH]c(=O)n1-c1ccc(Cl)cc1	8.1
COCCN(Cc1ccc(C)cc1)C(=O)[C@H]1O[C@@H](n2cnc3c(N)ncnc32)[C@H](O)[C@@H]1O	1.1
CCCc1cc(C(=O)N2CCN(S(=O)(=O)c3ccc(OC)c(OC)c3)CC2)cs1	-1.8
Cc1ccc(C(=O)Nc2ccc([N+](=O)[O-])cn2)o1	3.7
Nc1nc2ccccc2n1S(=O)(=O)c1ccc([N+](=O)[O-])cc1	-0.1
COC(=O)CNC(=O)CNC1(C(=O)NCCc2c[nH]c3ccccc23)CCCCC1	-1.9
Cc1cn(C2CCCCC2)c(=O)[nH]c1=O	6.5
COc1ccc(NC(=O)CC2SC(N3CCCC3)=NC2=O)cc1Cl (stereo not drawn)	6.1
O=C(Nc1cnc2ccccc2c1)c1ccncc1	1.9
CC(OC(=O)c1cccc(N(C)C)c1)C(=O)N1CCc2ccccc2C1 (stereo not drawn)	3.9
COc1ccc(CCNC(=O)CSc2nnc(-c3ccccc3)o2)cc1OC	0.9
CCOCCCNC(=O)c1ccc(CS(=O)(=O)Cc2ccccc2F)o1	-2.1
CCc1ccccc1NC(=O)c1cc(-c2ccc(F)cc2)on1	-0.5
O=C(NC1CCCCN(Cc2ccc(Cl)cc2)C1=O)c1cccc(F)c1 (stereo not drawn)	0.8
CC1CCCN(C2=C(NS(=O)(=O)c3ccc(Cl)cc3)C(=O)c3ccccc3C2=O)C1 (stereo not drawn)	2.0
O=C(COc1ccc(C2SCCS2)cc1)Nc1ccc(Cl)cc1	0.6
COc1ccc(CN(C)C(=O)c2ccc(OCC(=O)N3CCOCC3)c(OC)c2)cc1	-0.1
N/C(=N\OC(=O)c1ccc(Cl)cc1)c1ccccn1	0.0
CCN(CC)CCOc1ccc(C=NNc2nc3c([nH]2)c(=O)n(C)c(=O)n3C)cc1	0.7
CN(C(=O)c1ccc(Cl)cc1)c1ccc(OCC(=O)Nc2cc(C(=O)O)ccc2Cl)cc1	-0.1
CC(C)C[C@H](NC(=O)c1nc[nH]c1C(=O)N[C@@H](CC(C)C)C(=O)OCc1ccccc1)C(=O)OCc1ccccc1	-2.4
CC(C)C[C@H](NC(=O)N1CC(=O)Nc2ccccc21)C(=O)N1CCC(C(=O)O)CC1	-0.6
O=C(CCC(=O)c1cccs1)NNC(=O)c1cc(Cl)ccc1Cl	0.3
Cn1c(-c2ccco2)n[nH]c1=S	1.4
O=C(O)c1ccccc1-c1ccccc1C(=O)NCCCO	-1.8
COc1ccc(C(=O)COC(=O)c2ccccc2O)c(OC)c1	-1.8
COc1cc(C2C(C(=O)c3ccc(C)o3)=C(O)C(=O)N2c2cc(C)on2)cc(Br)c1O (stereo not drawn)	-2.4
Cc1ccc(C(=O)C(C)OC(=O)C2=COCCO2)cc1C (stereo not drawn)	-1.9

4 structures already listed, arranged by molar mass, descending.
Molecule	TTR transcr act
CC(C)C[C@H](NC(=O)c1nc[nH]c1C(=O)N[C@@H](CC(C)C)C(=O)OCc1ccccc1)C(=O)OCc1ccccc1	-2.4
CC(C)C[C@H](NC(=O)N1CC(=O)Nc2ccccc21)C(=O)N1CCC(C(=O)O)CC1	-0.6
O=C(O)c1ccccc1-c1ccccc1C(=O)NCCCO	-1.8
Cn1c(-c2ccco2)n[nH]c1=S	1.4

(next part)
Molecule	TTR transcr act
CC[C@H](C)NC(=O)c1ccc(Cn2c(=S)[nH]c3c([nH]c4ccc(OC)cc43)c2=O)cc1	-0.9
O=C(CCCSc1nc2ccccc2s1)NCc1ccco1	1.4
C=CCn1c(SCC(=O)OCC)nc(C(F)(F)F)cc1=O	-0.5
Cc1ccc(-c2nc(=S)c3c(n2Cc2cccnc2)CC(C)(C)OC3)cc1	0.7
CCOC(=O)N1CCc2c(sc(NC(C)=O)c2C(N)=O)C1	0.5
Cc1ccc(NC(=O)CSc2ccccc2)cc1S(=O)(=O)N1CCOCC1	-2.7
Cc1ccc2cc(CN(C)C(=O)C3CCCO3)c(=O)[nH]c2c1 (stereo not drawn)	9.1
CCc1ccc2[nH]c(=O)c(CN(CCCN3CCOCC3)C(=O)Nc3cccc(Cl)c3)cc2c1	-3.2
COc1cccc(-c2ncc3ccccc3c2COC(=O)c2ccc(F)cc2)c1	4.4
COC(=O)N(NC(=O)C(O)(c1ccccc1)c1ccccc1)c1ccccc1	3.1
COC(=O)CC1C(=O)NCCN1C(=O)c1sc2ccccc2c1Cl (stereo not drawn)	1.5
CCOc1ccc(S(=O)(=O)N2CCOCC2)cc1NC(=O)CN1C(=O)NC(C)(C2CC2)C1=O (stereo not drawn)	-0.9
O=C(CN1CCCCCCC1)Nc1ccc(Cl)cc1Cl	0.0
COc1ccc(C2=NOC(CNC(=S)N3CCOCC3)C2)cc1 (stereo not drawn)	0.7

Compound activity: PubChem BioAssay, The Scripps Research Institute Molecular Screening Center

This is a subset, so the mix of outcomes need not match the whole.
